High-throughput results as filed in PubChem.
DRD3 agonist: activates the human D3 dopamine receptor | P35462 | max activation, % | hit rate 0.58% among 410,000 | D3R DiscoveRx beta-arrestin cells, luminescence, 90 min; in the data active means max activation above about 30%; further: 0% is about no effect; mostly tested at two doses, the higher about 12 µM
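Agonist-mode cell screen: cells plated at 1500/well and incubated overnight at 37 °C, then exposed to library compounds for 90 min at 37 °C. Detection reagent was added for 30–60 min at room temperature, and luminescence was read.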
PLK1 PBD inh: blocks phosphopeptide binding to human PLK1 polo-box domain. P53350. Plk1 PBD binding of FITC phosphopeptide, fluorescence polarization. Potency, µM, for inactives: max response, negative = inhibition, hits mostly inhibitors. hit rate 2.8% among 360,000. AID 720504; further: potency means the concentration at half of the fitted maximal effect; series mostly up to about 57 µM; on the % scale 0 is the no-effect control and ±100 the full control effect; nearly all actives have a fitted effect of over 65% in size
DRD3 antagonist: antagonists of human D3 dopamine receptor | D3R cells, DiscoveRx beta-arrestin luminescence, antagonist mode; active compounds read low | AID 652054 | P35462 | hit rate 2.5% among 360,000 | max response, negative = inhibition, %; in the data active means max response below about -50%; inconclusive means no clear call, values can overlap the other calls; further: on the % scale 0 is the no-effect control and ±100 the full control effect; mostly tested at two doses, the higher about 12 µM
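Cells expressing the human receptor were seeded at 1500 cells/well, incubated overnight at 37 degrees C in 5% CO2, then exposed to library compounds with dopamine controls for 90 minutes at 37 degrees C before luminescent detection.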
PI5P4K alpha inh: blocks human PI5P4K alpha kinase activity; P48426; PI5P4Kalpha enzyme, ADP-Glo luminescence, 60 min; active compounds read low; max response, %; hit rate 1.2% among 330,000; AID 652105; active means max response of -50% or lower; inconclusive means between -30% and -50%; inactive means -30% or higher; further: value at the top dose of about 77 µM; on the % scale 0 is the no-effect control and ±100 the full control effect
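ADP-Glo luminescence end-point read after a 60 min room-temperature kinase reaction of PI5P4Kalpha plus substrate, initiated with ATP at 5 microM final. Buffer: 0.038 M HEPES pH 7.4, EGTA, 0.1% CHAPS, 5% DMSO.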
HEK293 tox: cytotoxicity in counter-screen for GLP-1R inverse agonists. hit rate 0.13% among 410,000. HEK293 cAMP-luciferase reporter cells, luminescence, 24 h. Potency, µM (highest dose often 38.3 µM), without a hit: at the top dose activity change, negative = inhibition, hits mostly inhibitors. AID 624418;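 further: loss of luciferase light is scored as toxicity; potency means the concentration at half of the fitted maximal effect; on the % scale 0 is the no-effect control and ±100 the full control effect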
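To flag toxic compounds, the library was rerun on cells for 24 hr at 37 deg C and 5% CO2. Viability-linked luminescence was captured 12 min after adding luciferase detection reagent.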
IL-2 act: IL-2 activation. IL-2 activation reporter assay, cell-based qHTS; stimulated with anti-CD3/CD4/CD28 beads; in transgenic mouse T cells. activation, % (series mostly up to about 46 µM). hit rate 0.065% among 360,000. AID 652025; in the data active means activation above about 50%; inconclusive means mostly about 30% to 49%; further: 0% is about no effect
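Readout: EGFP and DsRed signals by fluorescent plate cytometry. Unstimulated transgenic mouse T cells received compound 60 min before antibody-bead stimulation, then incubated 18 h at 37 degrees C.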
WRN inhibitor: blocks human WRN helicase. hit rate 0.46% among 360,000. WRN helicase unwinding, fluorescent forked duplex, kinetic. AID 651768. Potency, µM (doses to about 114 µM), without a hit: at the highest dose activity change, negative = inhibition, actives largely listed as inhibitors; further: potency means the concentration at half of the fitted maximal effect; on the % scale 0 is the no-effect control and ±100 the full control effect; nearly all actives have a fitted effect of over 55% in size
Target sequence (Q14191 whole entry, looked up): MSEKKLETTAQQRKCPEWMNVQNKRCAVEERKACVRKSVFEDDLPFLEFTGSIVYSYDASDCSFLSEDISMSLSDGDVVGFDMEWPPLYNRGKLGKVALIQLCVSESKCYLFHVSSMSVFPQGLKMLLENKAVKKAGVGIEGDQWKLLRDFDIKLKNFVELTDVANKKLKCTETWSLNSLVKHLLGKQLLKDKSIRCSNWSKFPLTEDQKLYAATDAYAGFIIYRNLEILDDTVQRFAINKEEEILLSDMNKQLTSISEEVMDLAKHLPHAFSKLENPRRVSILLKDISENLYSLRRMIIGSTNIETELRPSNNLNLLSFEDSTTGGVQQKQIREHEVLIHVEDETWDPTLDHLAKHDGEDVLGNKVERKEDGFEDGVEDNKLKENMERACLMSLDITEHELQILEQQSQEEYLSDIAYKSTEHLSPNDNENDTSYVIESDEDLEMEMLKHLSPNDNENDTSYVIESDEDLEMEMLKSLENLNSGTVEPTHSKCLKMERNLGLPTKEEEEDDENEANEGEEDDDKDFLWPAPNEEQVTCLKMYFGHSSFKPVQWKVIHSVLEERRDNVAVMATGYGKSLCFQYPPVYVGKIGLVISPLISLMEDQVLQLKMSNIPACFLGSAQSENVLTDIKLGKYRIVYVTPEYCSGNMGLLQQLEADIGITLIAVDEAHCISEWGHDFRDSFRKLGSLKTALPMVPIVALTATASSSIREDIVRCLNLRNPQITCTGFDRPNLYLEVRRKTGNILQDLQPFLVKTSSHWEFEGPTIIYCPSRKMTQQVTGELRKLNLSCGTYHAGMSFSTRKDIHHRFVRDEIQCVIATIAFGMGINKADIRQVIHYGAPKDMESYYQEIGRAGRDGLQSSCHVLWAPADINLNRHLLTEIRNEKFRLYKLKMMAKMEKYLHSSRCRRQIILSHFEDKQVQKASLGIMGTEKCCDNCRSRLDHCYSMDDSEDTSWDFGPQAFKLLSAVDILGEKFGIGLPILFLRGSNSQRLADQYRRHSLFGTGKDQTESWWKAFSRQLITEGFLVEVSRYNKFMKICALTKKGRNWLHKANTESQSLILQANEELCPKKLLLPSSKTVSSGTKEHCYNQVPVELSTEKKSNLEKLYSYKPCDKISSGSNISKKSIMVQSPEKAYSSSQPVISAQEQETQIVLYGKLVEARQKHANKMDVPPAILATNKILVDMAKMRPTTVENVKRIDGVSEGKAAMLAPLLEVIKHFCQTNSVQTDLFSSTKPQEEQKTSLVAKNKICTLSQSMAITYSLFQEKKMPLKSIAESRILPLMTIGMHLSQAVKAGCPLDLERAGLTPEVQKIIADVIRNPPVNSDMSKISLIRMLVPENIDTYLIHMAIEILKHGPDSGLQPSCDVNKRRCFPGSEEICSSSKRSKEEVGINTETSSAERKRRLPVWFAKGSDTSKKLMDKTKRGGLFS
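Kinetic red-fluorescence monitoring (525/598 nm) tracks WRN helicase activity after 100 nM fluorophore-quencher forked duplex and 2 mM ATP are added to 20 nM enzyme pretreated 15 min at room temperature with compound.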
GLP-1R agonist: agonists of human GLP-1 receptor. P43220. HEK293 GLP-1R CRE-luciferase, luminescence, 4-6 h; cells express a hypersensitive GLP-1R form. Potency, µM (titrated, usually from 45.6 µM), without a hit: at the highest dose activation, actives largely listed as activators. hit rate 0.007% among 380,000. AID 624172; further: potency means the concentration at half of the fitted maximal effect; % of control where 0% means no effect
GLP-1R inv ag: GLP-1 receptor (human) inverse agonism. P43220. HEK293 GLP-1R CRE-luciferase, luminescence, 24 h; GLP-1R form is constitutively active. Potency, µM (doses to about 38.3 µM), for inactives: at the highest dose activity change, negative = inhibition, actives largely listed as inhibitors. hit rate 1.6% among 410,000; further: potency means the concentration at half of the fitted maximal effect; on the % scale 0 is the no-effect control and ±100 the full control effect; nearly all actives have a fitted effect of over 55% in size
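Inverse agonism was detected as reduced cAMP-driven luciferase luminescence after 24 h compound treatment. The cells were HEK293 clones expressing constitutively active human GLP-1R with the reporter. Reporter-only and GPR119 cell lines served as counterscreen controls.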
Active calls of the source: *; ? = inconclusive; . = not tested or not shown; & = joins results of further samples; [ ] = remark or other dose. Unless noted, the call rests on the fitted dose curve; in most records, active means well fitted curve in the direction sought with a large enough effect; inconclusive means small, poorly fitted or top-dose-only effect, or another doubt; inactive means no such curve, though single readings can be large; an effect the other way counts as inactive or inconclusive.

SMILES	DRD3 agonist	PLK1 PBD inh	DRD3 antagonist	PI5P4K alpha inh	HEK293 tox	IL-2 act	WRN inhibitor	GLP-1R agonist	GLP-1R inv ag
CCOc1ccc(N(CC(=O)NCC2CCCO2)S(=O)(=O)c2ccc(C)cc2)cc1 (configuration not stated)	5	?	15	-10	2%	-0.4	7%	3%	-2%
COC(=O)[C@H](Cc1ccccc1)NC(=O)NCc1ccc(S(N)(=O)=O)cc1	4	-5%	-6	7	-7%	3.8	-1%	-1%	10%
CC(=O)NN=C1CCC(c2ccccc2)CC1 (configuration not stated)	2	-4%	3	-7	0%	3.9	2%	-7%	20%
CCCN1CCC(C(=O)NC(c2ccc(Cl)cc2)c2ccsc2)CC1 (configuration not stated)	-14	1%	-56*	-2	-17%	1.1	-2%	-6%	?
CC(=O)N(C(C)=O)S(=O)(=O)c1ccc(N=NN2CCCCC2)cc1	-3	-9%	-7	2	-2%	-3.5	-1%	-3%	4%
Cc1nc2cc(NS(=O)(=O)c3ccccc3)ccc2n1C	-5	-4%	9	3	-9%	-2.1	3%	36%	2%
COc1cc(/C=C/c2cc(C(=O)O)c3ccccc3n2)cc(OC)c1O	23	-6%	-12	3	?	2.3	-11%	-1%	-18%
N#CCCN1CCN(C2=NC(=O)C(=C3CCCCC3)S2)CC1	0	-12%	-18	-1	-9%	0.2	1%	-6%	5%
Cc1cs/c(=N\N=C\c2ccc(O)cc2)n1Cc1ccco1	-2	-4%	-7	8	65%[activator]	-0.5	-25%	9%	-21%
COc1ccc(CN2CCN(C(=O)c3ccc4c(c3)CCC4)CC2)cc1OC	-12	-16%	-4	-6	-4%	0.3	-33%	1%	23%
Cc1ccc(NC(=O)CSc2nnc3ccccn23)cc1	1	-10%	15	-1	8%	0.7	9%	0%	19%
COc1cc(NC(=O)COC(=O)CNC(=O)C23CC4CC(CC(C4)C2)C3)cc(OC)c1	0	-10%	-26	0	1%	0.6	-10%	-9%	6%
Cn1nc([N+](=O)[O-])nc1Sc1nnc(-c2ccccc2)o1	-1	-7%	-10	1	?	-1.0	-6%	-3%	5.6µM*
Cc1n[nH]c(C)c1S(=O)(=O)N1CCCC(C(=O)NCC2COc3ccccc3O2)C1 (configuration not stated)	-2	0%	-25	1	9%	-2.2	-7%	-8%	1%
CC(=O)C1=C(C)NC(SCc2cccc3ccccc23)=C(C#N)C1c1ccco1 (configuration not stated)	-14	-7%	-6	-12	-3%	-4.4	-18%	2%	?
CC(C)Nc1oc(-c2cccc3ccccc23)nc1C#N	-2	-6%	-15	.	33%[activator]	-0.3	-14%[57.1 µM]	24%	76%[activator]
N/C(=N\OC(=O)CCCc1ccccc1)c1ccccc1Cl	-3	-2%	0	0	5%	-0.7	-1%	4%	-26%
COC(=O)[C@H](Cc1ccccc1)NS(=O)(=O)N[C@@H](Cc1ccccc1)C(=O)OC	0	-5%	5	-1	9%	-0.8	-2%	2%	-9%
CCOC(=O)C1CCN(CC(=O)Nc2c(C(=O)OC)n(C)c3cccc(C)c23)CC1	2	-1%	28	3	-10%	1.7	-11%[57.1 µM]	13%	-15%
O=C(NCc1cccs1)C1CC(=O)N(c2ccc(Cl)cc2)C1 (configuration not stated)	0	-4%	11	0	-7%	-1.0	-4%	4%	1%
COc1ccc(/C=N/n2cnn(Cc3ccccc3Cl)c2=S)cc1	-1	27µM*	0	0	8%	-0.5	-29%	11%	-26%
CCN(CC(=O)N1CCCC1)S(=O)(=O)c1ccc(OC)cc1	2	-3%	16	4	2%	1.5	8%	1%	11%
O=C(NC(=S)Nc1ccc(Cl)cc1)c1cncc(Br)c1	8	-9%	12	0	6%	0.6	-2%	10%	14%
CCC(C)C(NC(N)=O)C(=O)Nc1ccc(C)c(Cl)c1 (configuration not stated)	4	-8%	13	5	-12%	0.4	3%	3%	-14%
O=C(CNS(=O)(=O)c1cccs1)N1CCc2ccccc2C1	1	3%	13	-5	3%	-0.1	-2%	5%	4%

Following part.
SMILES	DRD3 agonist	PLK1 PBD inh	DRD3 antagonist	PI5P4K alpha inh	HEK293 tox	IL-2 act	WRN inhibitor	GLP-1R agonist	GLP-1R inv ag
O=C(Cn1nc(-c2ccc(Cl)cc2)ccc1=O)NCc1ccc2c(c1)OCO2	-3	-14%	-22	-3	-10%	-1.4	-2%	17%	-25%
Cc1ccc(C2SCC(=O)N2Cc2cn3ccsc3n2)o1 (configuration not stated)	-2	-24%	0	-10	-7%	-1.9	-2%	0%	2%
CCOc1ccc(NC(=O)Nc2nc3ccc(S(C)(=O)=O)cc3s2)cc1	3	1%	-5	7	1%	-0.7	-6%	1%	6%
CCCNC(=O)CCC(=O)Nc1ncc(-c2ccc(C)cc2)n1C	6	2%	30	.	1%	8.1	4%	-1%	4%
CC(=O)c1cccc(NC(=O)COc2ccccc2)c1	2	-5%	?	-2	12%	3.5	-9%	13%	55%[activator]
O=S(=O)(NC1CCCCCCC1)c1ccc(F)cc1	-4	-1%	12	0	17%	5.4	-1%	11%	?
O=C1NN(c2cccc(Br)c2)C(=O)/C1=C\c1ccc(N2CCOCC2)cc1	3	?	2	-2	5%	-2.0	-4%	-4%	-36%
Cc1ccc(C(=O)N2CCN(c3ccccc3F)CC2)cc1S(=O)(=O)N1CCOCC1	-9	-17%	3	6	-1%	-0.2	5%	11%	-24%
O=C(Nc1ccccc1C(=O)O)c1cccc(NC(=O)c2ccco2)c1	-1	-10%	-3	-19	-1%	-0.6	-8%	-7%	14%
Cc1cc(-c2ccco2)n(CC(=O)NCc2ccco2)n1	-4	-19%	25	0	?	-1.0	-1%	-3%	4%
COC(=O)[C@@]12C[C@@H](CC(=O)NCc3ccc(OC)c(OC)c3)C(=O)N(Cc3cccc4ccccc34)C1=CCC(C)(C)C2	-7	-7%	-19	12	-39%	-0.3	-12%	.	?
O=C(Nc1ccc(F)cc1)N1CCCCCC1	6	-1%	14	5	-9%	-2.7	10%	-2%	1%
O=[N+]([O-])c1ccccc1S(=O)(=O)Nc1cccc2cccnc12	-10	-7%	-72*	2	?	-1.2	7%	-3%	?
COc1ccc(NC(=S)N=Nc2c(O)[nH]c3ccccc23)cc1	-7	-4%	-10	-18	3.2µM*	-0.3	-11%	-4%	?
Cc1cccc(NC(=O)C2CCN(S(=O)(=O)c3cccc4nsnc34)CC2)c1	-11&-2	-10%	-20	-6	1%&-8%	3.5	-4%	0%&-2%	-28%&-11%
COc1ccc(/C=C/C(=O)OCC(=O)Nc2cc(S(=O)(=O)N(C)C)ccc2Cl)cc1	9	-2%	4	1	-5%	-1.0	-5%	8%	20%
O=C(NCCc1cnc[nH]1)c1cccs1	-2	-12%	15	4	-11%	0.6	1%	2%	4%
Cc1cc2cc3c(=O)[nH]c(=O)cc-3n(CC(O)C(O)C(O)CO)c2cc1C (configuration not stated)	-24	2%	-97*	-7	-2%	-3.0	56µM*	0%	12%
COc1ccc(NC(=O)CNC(=O)c2c(C)nn(C)c2Cl)cc1	-4	7%	-2	3	-7%	4.0	5%[57.1 µM]	-2%	6%
O=C1Cc2cc(S(=O)(=O)Nc3ccc(F)cc3Cl)ccc2N1	-8	-1%	10	-2	9%	-0.2	-1%	-3%	14%
CC(C)OP(=O)(c1ccc(N(C)C)cc1)C(Nc1ccccc1)c1cccnc1 (configuration not stated)	-2	-5%	-3	5	-18%	-0.4	-25%[57.1 µM]	0%	8%
O=C(COC(=O)C1CCN(c2ccc(C(F)(F)F)cn2)CC1)c1ccccc1Cl	9	-2%	11	21	0%	-0.1	-15%	9%	41%
O=C(Cc1cccs1)N/N=C\c1ccc([N+](=O)[O-])s1	3	3%	-2	-28	-22%	-2.8	0%	3%	2%
Cc1nn(-c2ccccc2)nc1CNC(=O)C1CC1	-4	-15%	6	0	-5%	0.0	-3%	-4%	-6%
O=C(CSc1nc2ccccc2o1)Nc1ccc(N2CCOCC2)cc1	3	-28%	4	.	3%	-1.4	5%	9%	3%

Further entries follow.
SMILES	DRD3 agonist	PLK1 PBD inh	DRD3 antagonist	PI5P4K alpha inh	HEK293 tox	IL-2 act	WRN inhibitor	GLP-1R agonist	GLP-1R inv ag
COc1ccc(C)c2sc(=NC(=O)c3cccc(N4C(=O)CCC4=O)c3)n(C)c12	3	-7%	1	-5	-6%	-0.4	-15%	-1%	20%
CC(=O)Oc1ccc2c(=O)c(-c3ccccc3)c(C)oc2c1	-8	-7%	-9	-1	-17%	0.7	0%	-3%	4%
Cc1ccsc1C(=O)C1CCCN(Cc2cc(F)ccc2-n2cccn2)C1 (configuration not stated)	-18	-12%	-62*	7	4%[0.307 µM]	-0.8	-11%	-3%	-4%[0.307 µM]
COc1ccc(CN(C)C(C)C(=O)Nc2ccc(S(=O)(=O)N3CCCCC3)cc2)cc1F (configuration not stated)	-4	-5%	-10	14	-4%	-0.8	-1%	25%	?
O=C(/C=C/Nc1ccc(Oc2ccccc2Cl)cc1)c1ccco1	-10	4%	2	-14	55%[activator]	-0.3	-10%	17%	?
CC(=O)NC(CCS(C)(=O)=O)C(=O)Nc1ccccc1 (configuration not stated)	1	-8%	9	-1	2%	-1.3	6%	0%	2%
Cc1c(NC(=O)c2cnn3c2NC(c2ccco2)CC3C(F)(F)F)c(=O)n(-c2ccccc2)n1C (configuration not stated)	-3	-12%	-11	-4	24%	0.7	0%	-17%	1%
CC(=O)N1CCN(c2ccccc2NC(=O)c2cc(Br)ccc2Cl)CC1	-7	-3%	?	4	-1%	-1.5	-20%	-2%	6%
COc1ccccc1-n1c(N)c(C(N)=O)sc1=S	2	19µM*	14	.	9%	0.7	-4%	13%	0%
Cc1ccc(S(=O)(=O)NCc2ccccc2)cc1C(=O)NCC(=O)Nc1c(C)cccc1C	9	2%	11	1	2%	-5.0	6%	-5%	-26%
CC(=O)OC1C(N2CCCCC2)c2c(ccc(/C=C/C(=O)N3CCCCC3)c2O)OC1(C)C (configuration not stated)	6	-14%	7	0	1%	-3.0	-29%	6%	5%
O=C(c1cn(Cc2ccccc2)nc1-c1ccccc1)N1CCN(c2ccccn2)CC1	-1	-6%	10	1	10%	1.4	-1%	9%	?

Compounds as they come (roughly 7.8% active in at least one column).
